Bioassay records from PubChem.
NTR1 ag: agonists of NTR1, primary screen, imaging, U2OS cells, beta-arrestin-GFP, high content (AID 493036); NTR1-U2OS beta-arrestin-GFP spot imaging, agonist mode; activation, % at 20 µM; actives 0.17% (n = 330,000);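 active means activation at or above 40% of the spot to cytoplasm intensity ratio, with at least 20 cells analyzed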;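 further: 0% = DMSO without peptide and 100% = 100 nM NTR1 peptide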
Target sequence (P30989 whole entry, looked up): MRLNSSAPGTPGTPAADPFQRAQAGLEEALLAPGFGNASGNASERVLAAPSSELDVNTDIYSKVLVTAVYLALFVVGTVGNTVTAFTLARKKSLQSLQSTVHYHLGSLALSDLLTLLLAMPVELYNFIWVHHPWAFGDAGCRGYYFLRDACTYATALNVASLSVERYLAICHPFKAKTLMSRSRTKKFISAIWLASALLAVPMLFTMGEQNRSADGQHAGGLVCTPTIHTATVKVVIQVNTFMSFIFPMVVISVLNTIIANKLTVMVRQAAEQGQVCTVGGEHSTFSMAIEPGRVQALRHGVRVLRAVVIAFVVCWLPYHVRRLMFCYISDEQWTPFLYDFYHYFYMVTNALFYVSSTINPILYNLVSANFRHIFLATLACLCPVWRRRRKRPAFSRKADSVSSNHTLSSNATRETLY
NTR1 ag cell count 20 µM: second read-out of NTR1 ag, no call of its own (marks repeat the call); cell count; measured here: cell count, cytotoxicity flag
* marks the source's active call; other numbers are inactive results. Not all compounds are listed; rates above refer to the full screens.

Preview, five compounds:
O=C(Nc1ccc(Cl)cc1F)C1CC(=O)N(Cc2ccco2)C1 (stereo not drawn) was read as NTR1 ag 0.6 and NTR1 ag cell count 20 µM 52.
Screening CC(Sc1n[nH]c(=O)n1Cc1ccccc1)C(=O)NCC1CCCO1 (stereo not drawn) returned NTR1 ag -1.3 and NTR1 ag cell count 20 µM 43.
Screening CCC(C)(C)C1CCC2(CC1)NC(=O)N(CC(=O)NC(C)CCc1ccccc1)C2=O (stereo not drawn) returned NTR1 ag 0.6 and NTR1 ag cell count 20 µM 96.
`CC(C)(C)NC(=O)C[C@H]1C[C@H](C(=O)N2CCOCC2)[C@@]2(C)c3[nH]c4ccc(Cl)cc4c3CCN2C1=O` gave NTR1 ag -0.4 and NTR1 ag cell count 20 µM 80.
`CCCN(Cc1nnc(-c2cccs2)o1)C(=O)CN1C(=O)NC2(CCCCC2)C1=O` gave NTR1 ag -0.5 and NTR1 ag cell count 20 µM 61.

Results, from the first entry:
O=C(Nc1ccc(Cl)cc1F)C1CC(=O)N(Cc2ccco2)C1 (stereo not drawn) was read as NTR1 ag 0.6 and NTR1 ag cell count 20 µM 52.
Screening CC(Sc1n[nH]c(=O)n1Cc1ccccc1)C(=O)NCC1CCCO1 (stereo not drawn) returned NTR1 ag -1.3 and NTR1 ag cell count 20 µM 43.
Screening CCC(C)(C)C1CCC2(CC1)NC(=O)N(CC(=O)NC(C)CCc1ccccc1)C2=O (stereo not drawn) returned NTR1 ag 0.6 and NTR1 ag cell count 20 µM 96.
`CC(C)(C)NC(=O)C[C@H]1C[C@H](C(=O)N2CCOCC2)[C@@]2(C)c3[nH]c4ccc(Cl)cc4c3CCN2C1=O` gave NTR1 ag -0.4 and NTR1 ag cell count 20 µM 80.
`CCCN(Cc1nnc(-c2cccs2)o1)C(=O)CN1C(=O)NC2(CCCCC2)C1=O` gave NTR1 ag -0.5 and NTR1 ag cell count 20 µM 61.
For Cc1cnn(C(=O)Cn2nc(C(F)F)c(Br)c2C)c1 the results were NTR1 ag 1.5 and NTR1 ag cell count 20 µM 51.
`Cc1ccc(NC(=O)CCS(=O)(=O)c2ccccc2)cc1S(=O)(=O)N1CCCCCC1` gave NTR1 ag -0.6 and NTR1 ag cell count 20 µM 76.
Screening CC(C)Oc1ccc(C(=O)Nc2cc(S(=O)(=O)N3CCOCC3)ccc2N2CCOCC2)cc1 returned NTR1 ag 2.5 and NTR1 ag cell count 20 µM 50.
`N#CC(Cc1cc2ccccc2n1S(=O)(=O)c1ccccc1)OCc1ccccc1` (stereo not drawn) gave NTR1 ag 3.4 and NTR1 ag cell count 20 µM 75.
COc1cc(/C=C/C(=O)OCC(=O)Nc2cc(C)on2)ccc1OCC#N was read as NTR1 ag -0.7 and NTR1 ag cell count 20 µM 63.
`COc1cc2c(c(OC)c1OC)C(c1ccccc1C)CC(=O)O2` (stereo not drawn) gave NTR1 ag 0.7 and NTR1 ag cell count 20 µM 60.
Screening COc1ccc(-c2coc(CCC(=O)N3CCN(c4cc(C)ccc4C)CC3)n2)cc1 returned NTR1 ag 3.6 and NTR1 ag cell count 20 µM 52.
CCOC(=O)C1=C(c2ccccc2)c2ccccc2N(S(=O)(=O)C(F)(F)F)C1C(=O)OCC (stereo not drawn) was read as NTR1 ag 0.9 and NTR1 ag cell count 20 µM 50.
For CC[C@]1(C(=O)OC)[C@H]2C(=O)N(C)C(=O)[C@H]2[C@H]2CN=C(SCC3CC3)N21 the results were NTR1 ag -0.5 and NTR1 ag cell count 20 µM 65.
For CCn1c(SCC(=O)NCCCN2CCCC2=O)nnc1-c1cccc(C)c1 the results were NTR1 ag 1.3 and NTR1 ag cell count 20 µM 65.
For CC(=O)OCC1=C(C(=O)O)N2C(=O)C(NC(=O)COc3ccc(F)cc3)C2SC1 (stereo not drawn) the results were NTR1 ag -0.4 and NTR1 ag cell count 20 µM 56.
Screening COc1ccc(C(=O)Nc2ccc(N3CCOCC3)cc2)cc1S(=O)(=O)N1CCCC1 returned NTR1 ag 0.9 and NTR1 ag cell count 20 µM 60.
`CC(C)c1ccc(COC(=O)CN2C(=O)NC3(CCCCC3C)C2=O)cc1` (stereo not drawn) gave NTR1 ag 8.0 and NTR1 ag cell count 20 µM 64.
COc1ccc2[nH]c3c(c2c1)CCN1C(=O)C(CC(=O)NC/C=C(\C)CCC=C(C)C)C[C@H](C(=O)N2CCCCC2)[C@@]31C (stereo partly drawn) was read as NTR1 ag 6.7 and NTR1 ag cell count 20 µM 61.
For CCOC(=O)N1CCN(C(=O)COC(=O)c2ccc([N+](=O)[O-])cc2Cl)CC1 the results were NTR1 ag 0.9 and NTR1 ag cell count 20 µM 68.
COc1ccccc1OCCNC(=O)CCC(=O)N1CCOCC1 was read as NTR1 ag 0.0 and NTR1 ag cell count 20 µM 69.
Screening N#Cc1ccccc1NC(=O)CNc1cc(S(=O)(=O)N2CCOCC2)ccc1NCC1CCCO1 (stereo not drawn) returned NTR1 ag 0.5 and NTR1 ag cell count 20 µM 79.
For CCCN=C1N(C)C[C@@H]2[C@@H]3C(=O)N(Cc4ccccc4)C(=O)[C@@H]3[C@](Cc3ccccc3)(C(=O)OC)N12 the results were NTR1 ag 4.6 and NTR1 ag cell count 20 µM 42.
CCCC[C@@H]1CNCCN1CCc1cc(C(F)(F)F)cc(C(F)(F)F)c1 was read as NTR1 ag 14.4 and NTR1 ag cell count 20 µM 52.
O=C1OCCN1C(=O)[C@H]1[C@H](c2ccc([N+](=O)[O-])cc2)C(c2ccccc2)=NN1c1ccccc1 was read as NTR1 ag 1.9 and NTR1 ag cell count 20 µM 57.
For O=C(O)C1CCN(c2ccc(S(=O)(=O)N3CCCCC3)cc2[N+](=O)[O-])CC1 the results were NTR1 ag -0.2 and NTR1 ag cell count 20 µM 52.
Cc1cccc(/C=N/NC(=O)C[n+]2ccccc2)c1 was read as NTR1 ag 0.2 and NTR1 ag cell count 20 µM 72.
C[C@@H]1C(c2ccc(F)cc2)=NN(c2ccc(Br)cc2)[C@H]1C(=O)N1CCOC1=O was read as NTR1 ag 11.5 and NTR1 ag cell count 20 µM 55.
CCN(CC)S(=O)(=O)c1ccc(CNC(=O)CN2C(=O)NC3(CCc4ccccc43)C2=O)cc1 (stereo not drawn) was read as NTR1 ag 0.0 and NTR1 ag cell count 20 µM 69.
`CC[C@]12c3[nH]c4cc(CCC(=O)N(C)C)ccc4c3CCN1C(=O)[C@@H](CC(=O)NCc1cccc(C(F)(F)F)c1)C[C@@H]2C(=O)N1CCN(C(=O)c2ccco2)CC1` gave NTR1 ag -0.4 and NTR1 ag cell count 20 µM 55.
Screening O=C(Nc1ccc(Cl)c(S(=O)(=O)N2CCCC2)c1)c1nn(CCO)c(=O)c2ccccc12 returned NTR1 ag 0.7 and NTR1 ag cell count 20 µM 66.
`COc1ccc(CCn2c(C)cc(C(=O)CN3C(=O)C(=O)N(C4CCCC4)C3=O)c2C)cc1OC` gave NTR1 ag 0.9 and NTR1 ag cell count 20 µM 75.
Screening CCOc1ccc(OCCC(=O)Nc2cccc(S(=O)(=O)N3CCCC3)c2)cc1 returned NTR1 ag 2.1 and NTR1 ag cell count 20 µM 52.
Screening CCN(C(=O)COC(=O)c1oc2ccc(OC)cc2c1C)C1CCS(=O)(=O)C1 (stereo not drawn) returned NTR1 ag 0.8 and NTR1 ag cell count 20 µM 64.
Screening CCCc1cc(=O)[nH]c(SCC(=O)N(CCC#N)c2ccc3c(c2)OCCO3)n1 returned NTR1 ag 0.4 and NTR1 ag cell count 20 µM 76.
For COc1ccc(OCC(=O)Nc2cc(S(=O)(=O)N3CCCC3)ccc2OCC(F)(F)F)cc1 the results were NTR1 ag 11.9 and NTR1 ag cell count 20 µM 75.
Screening CC[C@]1(C(=O)OC)[C@H]2C(=O)N(Cc3ccccc3)C(=O)[C@H]2[C@H]2CN=C(SC)N21 returned NTR1 ag -1.8 and NTR1 ag cell count 20 µM 50.
Screening COc1ccc(CNC(=O)c2cccc(S(=O)(=O)N3CCN(c4ccc(F)cc4)CC3)c2)cc1 returned NTR1 ag 0.9 and NTR1 ag cell count 20 µM 47.
`Cc1cc(NC(=O)CSc2nc3cc(Cl)ccc3c(=O)n2C(C)C)no1` gave NTR1 ag 4.6 and NTR1 ag cell count 20 µM 83.
For CCOC(=O)c1c(C)[nH]c(C(=O)CN2C(=O)NC(C)(C)C2=O)c1C the results were NTR1 ag 1.3 and NTR1 ag cell count 20 µM 72.
For Cc1ccccc1NC(=O)COC(=O)CCC(=O)c1cccs1 the results were NTR1 ag -0.6 and NTR1 ag cell count 20 µM 53.
O=C(COC(=O)Cn1cc(C(F)(F)F)ccc1=O)NCc1ccccc1 was read as NTR1 ag 1.3 and NTR1 ag cell count 20 µM 59.
`CCCn1c(SCC(=O)N2c3ccccc3CC2C)n[nH]c1=O` (stereo not drawn) gave NTR1 ag 1.7 and NTR1 ag cell count 20 µM 67.
`CC[C@]12c3[nH]c4cc(-c5ccco5)ccc4c3CCN1C(=O)[C@@H](CC(=O)NC/C=C(\C)CCC=C(C)C)C[C@@H]2C(=O)N1CCN(C(=O)C2CC2)CC1` gave NTR1 ag 2.5 and NTR1 ag cell count 20 µM 56.
Screening O=S(=O)(c1ccc(F)cc1)N1CCN(CC(O)COCC2CCCO2)CC1 (stereo not drawn) returned NTR1 ag 3.5 and NTR1 ag cell count 20 µM 47.
`CCN(c1ccccc1)S(=O)(=O)c1c(C)noc1C` gave NTR1 ag 1.1 and NTR1 ag cell count 20 µM 52.
Screening COc1ccc2[nH]c3c(c2c1)CCN1C(=O)C(CC(=O)NCc2cccc(C(F)(F)F)c2)C[C@H](C(=O)N2CCOCC2)[C@@]31C (stereo partly drawn) returned NTR1 ag 0.8 and NTR1 ag cell count 20 µM 65.
Screening CN(C(=O)COC(=O)c1ccc2c(c1)OCCO2)C1CCCCC1 returned NTR1 ag 0.3 and NTR1 ag cell count 20 µM 73.
COc1ccc(CNC(=O)C(C)N2C(=O)NC3(CCCCCCC3)C2=O)cc1 (stereo not drawn) was read as NTR1 ag 0.6 and NTR1 ag cell count 20 µM 54.
O=C(CN1CCCc2ccccc21)Nc1cccc(S(=O)(=O)N2CCOCC2)c1 was read as NTR1 ag 0.9 and NTR1 ag cell count 20 µM 61.
Screening O=C(COc1ccccc1F)OCC(=O)N1CCc2ccccc21 returned NTR1 ag 0.4 and NTR1 ag cell count 20 µM 78.
`CC(NS(=O)(=O)c1cccc(C(=O)O)c1)C12CC3CC(CC(C3)C1)C2` (stereo not drawn) gave NTR1 ag 2.0 and NTR1 ag cell count 20 µM 54.
Screening CC(Sc1nc(C(F)(F)F)nc2ccccc12)C(=O)NC1CCCC1 (stereo not drawn) returned NTR1 ag -0.2 and NTR1 ag cell count 20 µM 75.
Screening C=CCNc1cc(F)ccc1S(=O)(=O)NCC=C returned NTR1 ag -0.7 and NTR1 ag cell count 20 µM 66.
`CC1Nc2ncnc(N3CCc4ccccc4C3)c2N(Cc2ccc(Br)cc2)C1=O` (stereo not drawn) gave NTR1 ag 12.7 and NTR1 ag cell count 20 µM 52.
`O=C(CN1CCN(c2ccccc2O)CC1)Nc1ccc(S(=O)(=O)N2CCCCCC2)cc1` gave NTR1 ag 2.4 and NTR1 ag cell count 20 µM 50.
Screening COCCCNC(=O)C[C@H]1C[C@H](C(=O)N2CCCCC2)[C@@]2(C)c3[nH]c4ccc(Cl)cc4c3CCN2C1=O returned NTR1 ag 0.1 and NTR1 ag cell count 20 µM 68.
For CC(C)CN1C(=O)C(=O)N(CC(=O)N2c3ccccc3NC(=O)CC2C)C1=O (stereo not drawn) the results were NTR1 ag 0.2 and NTR1 ag cell count 20 µM 61.
For Cc1nnc(NC(=O)C2CCN(S(=O)(=O)c3ccc(F)c(Cl)c3)CC2)o1 the results were NTR1 ag -0.6 and NTR1 ag cell count 20 µM 35.
COc1cc(/C=C/C(=O)OCC(=O)NC(=O)NC2CCCC2)ccc1OCC#N was read as NTR1 ag 1.3 and NTR1 ag cell count 20 µM 52.
Screening COc1ccc(C(CNC(=O)c2ccc(NS(=O)(=O)c3ccccc3)cc2)N2CCOCC2)cc1 (stereo not drawn) returned NTR1 ag 0.1 and NTR1 ag cell count 20 µM 85.
`COc1ccc(NC(=O)COC(=O)CC2Sc3ccccc3NC2=O)cc1` (stereo not drawn) gave NTR1 ag -0.2 and NTR1 ag cell count 20 µM 70.
For N#Cc1ccccc1S(=O)(=O)N1CCN(c2nc(-c3cccnc3)nc3ccccc23)CC1 the results were NTR1 ag 2.5 and NTR1 ag cell count 20 µM 67.
`COc1ccccc1CNC(=O)c1ccc(S(=O)(=O)N(C)c2ccccc2)cc1` gave NTR1 ag -1.3 and NTR1 ag cell count 20 µM 55.
`COc1ccc(C(CCN2CCOCC2)c2c(OC)cc(OC)c3ccc(=O)oc23)cc1` (stereo not drawn) gave NTR1 ag 1.4 and NTR1 ag cell count 20 µM 57.
CC(Oc1ccc(C#N)cc1)C(=O)Nc1ccc(-n2cnnn2)cc1 (stereo not drawn) was read as NTR1 ag 1.4 and NTR1 ag cell count 20 µM 55.
For O=S(=O)(c1ccccc1)N1CCC2(CC1)OCCN2S(=O)(=O)c1cccs1 the results were NTR1 ag 1.5 and NTR1 ag cell count 20 µM 76.
For CCN1CCN(S(=O)(=O)c2ccc(Cl)c(C(=O)NCCOc3ccc(C)cc3)c2)CC1 the results were NTR1 ag 1.8 and NTR1 ag cell count 20 µM 52.
Screening CC1(CO)COC2(OC1)C(=O)Nc1ccccc12 (stereo not drawn) returned NTR1 ag -0.8 and NTR1 ag cell count 20 µM 51.
Cc1noc(C)c1C(=O)OCC(=O)NC1CCCCC1C (stereo not drawn) was read as NTR1 ag -0.5 and NTR1 ag cell count 20 µM 68.
`Cc1ccc(C)c(S(=O)(=O)NC2CCSC2=O)c1` (stereo not drawn) gave NTR1 ag 1.1 and NTR1 ag cell count 20 µM 50.
`CC1(c2ccc3c(c2)OCCO3)NC(=O)N(CC(=O)Nc2ccccc2F)C1=O` (stereo not drawn) gave NTR1 ag -1.2 and NTR1 ag cell count 20 µM 58.
`CCc1ccccc1NC(=O)CN1CCN(C(=O)C(C)NC(=O)c2ccc(Cl)cc2)CC1` (stereo not drawn) gave NTR1 ag -0.4 and NTR1 ag cell count 20 µM 76.
